Screening results as filed in PubChem.
RBX1-CUL1 inh: blocks human RBX1-Cullin-1 di-ubiquitin formation; 140,000 compounds, 0.6% hits; in vitro K48 di-Ub FRET, acceptor:donor ratio, 45 min; inhibition, % at 10 µM; AID 1347404; P62877+Q13616; in the data active means inhibition above about 25%
Target sequence (P62877 whole entry, looked up): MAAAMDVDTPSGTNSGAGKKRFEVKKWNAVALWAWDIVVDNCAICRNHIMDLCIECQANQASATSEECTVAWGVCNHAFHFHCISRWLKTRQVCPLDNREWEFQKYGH
Target sequence (Q13616 whole entry, looked up): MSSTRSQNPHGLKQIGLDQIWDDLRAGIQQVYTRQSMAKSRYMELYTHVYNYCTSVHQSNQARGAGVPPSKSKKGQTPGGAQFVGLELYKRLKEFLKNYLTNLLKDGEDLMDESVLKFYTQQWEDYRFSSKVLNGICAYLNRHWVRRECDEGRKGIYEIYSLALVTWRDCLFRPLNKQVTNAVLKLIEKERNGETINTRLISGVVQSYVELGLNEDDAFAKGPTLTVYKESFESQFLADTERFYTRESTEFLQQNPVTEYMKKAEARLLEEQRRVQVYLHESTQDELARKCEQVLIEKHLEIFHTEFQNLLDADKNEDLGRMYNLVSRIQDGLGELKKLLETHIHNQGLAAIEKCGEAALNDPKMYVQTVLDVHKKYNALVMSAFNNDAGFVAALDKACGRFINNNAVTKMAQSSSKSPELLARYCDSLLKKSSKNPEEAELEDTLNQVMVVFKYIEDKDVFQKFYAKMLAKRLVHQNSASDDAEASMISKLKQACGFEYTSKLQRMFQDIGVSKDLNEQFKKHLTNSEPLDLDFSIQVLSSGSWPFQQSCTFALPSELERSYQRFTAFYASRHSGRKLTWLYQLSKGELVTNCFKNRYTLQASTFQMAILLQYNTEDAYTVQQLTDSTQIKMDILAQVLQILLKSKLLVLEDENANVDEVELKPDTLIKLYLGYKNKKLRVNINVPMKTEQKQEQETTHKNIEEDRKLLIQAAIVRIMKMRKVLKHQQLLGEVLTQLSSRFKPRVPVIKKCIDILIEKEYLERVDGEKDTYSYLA
Starred values were filed as active, the others as inactive.

SMILES	RBX1-CUL1 inh
COc1cc(/C=C/C(=O)O)ccc1S(=O)(=O)Nc1ccc(C(=O)O)cc1	-1
COc1ccccc1NC(=O)C1CCOC1=O (stereo unspecified)	9
CC(C)CC1NC2(C(=O)N(Cc3ccccc3F)c3ccccc32)C2C(=O)N(c3cccc(Cl)c3)C(=O)C12 (stereo unspecified)	-12
COc1ccc(C(C)NC(=O)c2ccco2)cc1 (stereo unspecified)	-6
CCOc1ccc2nc(N3CCCC3C(=O)NCCc3nc(-c4cccnc4)no3)nc(C)c2c1 (stereo unspecified)	-9
CSc1cccc(NC(=O)c2ccc(Br)o2)c1	17
CCOC(=O)c1c(-c2ccc(C)cc2)csc1NC(=O)CN1CC(C)OC(C)C1 (stereo unspecified)	2
O=C(c1ccccc1)c1ccc(NC(=O)C(F)(F)F)cc1	-10
CC(=O)C1C(C)=NC(SCC#N)=C(C#N)C1c1ccccc1 (stereo unspecified)	4
NC(=O)c1ccccc1Nc1ccc(Cl)cc1	11
CCOc1ccccc1C(C1C(=O)N=C(SC)NC1=O)C1C(=O)N=C(SC)NC1=O (stereo unspecified)	4
COc1ccc(C(=O)COC(=O)c2ccc3c(c2)C(=O)N(c2ccc(O)cc2)C3=O)cc1	-1
CN(Cc1ccccc1)c1nc(-c2ccc(F)cc2)cc(C(F)(F)F)n1	-3
Cc1cc(C)c(NC(=O)Cn2nnc(S(=O)(=O)c3ccc(C)c(C)c3)c2N)c(C)c1	-7
NC(=O)c1ccc(-c2cccc(-c3ccn[nH]3)c2)s1	-8
O=C(c1ccc(C2CCCN2Cc2cc[nH]c(=O)c2)s1)N1CCCOCC1 (stereo unspecified)	-1
CCCCC(=O)Nc1ccc(NCc2ccc(OCC(=O)NC(C)(C)C)c(OC)c2)cc1OC	-9
C=CCN(C(=S)Oc1ccc(C(=O)Nc2cccc(Cl)c2)cc1)c1ccccc1	-4
O=C(c1ccc(C#CC2(O)CCCCC2)cc1)N1CCN(c2ccccc2)CC1	-1
CN1C(=S)SCC1(O)c1ccccc1 (stereo unspecified)	9

Quoted at random: 7 entries already listed.
SMILES	RBX1-CUL1 inh
C=CCN(C(=S)Oc1ccc(C(=O)Nc2cccc(Cl)c2)cc1)c1ccccc1	-4
O=C(c1ccc(C#CC2(O)CCCCC2)cc1)N1CCN(c2ccccc2)CC1	-1
Cc1cc(C)c(NC(=O)Cn2nnc(S(=O)(=O)c3ccc(C)c(C)c3)c2N)c(C)c1	-7
CCCCC(=O)Nc1ccc(NCc2ccc(OCC(=O)NC(C)(C)C)c(OC)c2)cc1OC	-9
CCOC(=O)c1c(-c2ccc(C)cc2)csc1NC(=O)CN1CC(C)OC(C)C1 (stereo unspecified)	2
COc1ccc(C(C)NC(=O)c2ccco2)cc1 (stereo unspecified)	-6
CC(=O)C1C(C)=NC(SCC#N)=C(C#N)C1c1ccccc1 (stereo unspecified)	4

More records:
SMILES	RBX1-CUL1 inh
Cc1cccc(NC(=O)NNC(=O)c2cc(-c3ccccc3OC(C)C)nc3ccccc23)c1	-4
Cc1cc(-c2ccccc2)nn1-c1nc2ccccc2s1	-3
O=C(NCc1ccccn1)C1CCCN(C2CCN(CC3CCCCC3)CC2)C1 (stereo unspecified)	-2
O=C1/C(=C\c2cccs2)SC(=S)N1c1cccnc1	-4
Cc1ccc(S(=O)(=O)N2CCC(C(N)=O)CC2)cc1C	7
CN(C(=O)c1cccs1)C(Cc1ccccc1F)C1CCN(C(=O)/C=C/c2ccncc2)CC1 (stereo unspecified)	-5
COc1ccccc1CNC(=O)C1CCN(C(=O)c2sccc2-n2cccc2)CC1	2
O=C1CCC(C(=O)N2CCCC(CCc3ccccc3F)C2)=NN1 (stereo unspecified)	-9
CCCCNC(=O)N1CCc2onc(-c3ccc4c(c3)OCO4)c2C1	-6
Cc1ccc(-c2cc3c(n2-c2ccc(F)cc2)CC(C)(C)CC3=O)cc1	-8
NS(=O)(=O)c1ccc(NC(=S)NCCc2ccccc2)cc1	4
Cc1ccc(C)c(NC(=O)C(C)N(c2ccccc2)S(C)(=O)=O)c1 (stereo unspecified)	-6
Cc1ccc(Sc2ccc(N3CCCC(C(=O)Nc4ccc(F)cc4)C3)nn2)cc1 (stereo unspecified)	-4
CC1CCN(CC(O)CN2c3ccccc3Sc3ccccc32)CC1 (stereo unspecified)	-4
CCOC(=O)C1(Cc2ccc(F)cc2)CCCN(C(=O)c2c(CC)noc2C)C1 (stereo unspecified)	1
Cc1ccc2cc3c(nc2c1)-c1ccccc1C3=O	-2
C=CCn1c(=O)c2c(nc3n2CC(C)=NN3CC(=C)C)n(C)c1=O	2
CCOc1ccc(/C=C2\N=C(c3ccc([N+](=O)[O-])cc3Cl)OC2=O)cc1OC	1
CCCCC(=O)NC1(C(F)(F)F)C(=O)N=C2C1C(=O)NC(=O)N2c1ccc(C)c(C)c1 (stereo unspecified)	14
O=C(c1ccncc1)N1CCOC(CCc2ccccc2)C1 (stereo unspecified)	0

Ordered by the number under RBX1-CUL1 inh (rising): seven from the list above
SMILES	RBX1-CUL1 inh
O=C1CCC(C(=O)N2CCCC(CCc3ccccc3F)C2)=NN1 (stereo unspecified)	-9
CC1CCN(CC(O)CN2c3ccccc3Sc3ccccc32)CC1 (stereo unspecified)	-4
Cc1cc(-c2ccccc2)nn1-c1nc2ccccc2s1	-3
Cc1ccc2cc3c(nc2c1)-c1ccccc1C3=O	-2
CCOc1ccc(/C=C2\N=C(c3ccc([N+](=O)[O-])cc3Cl)OC2=O)cc1OC	1
COc1ccccc1CNC(=O)C1CCN(C(=O)c2sccc2-n2cccc2)CC1	2
NS(=O)(=O)c1ccc(NC(=S)NCCc2ccccc2)cc1	4

Next part
SMILES	RBX1-CUL1 inh
Cc1ccc(C(=O)c2oc3ccccc3c2NC(=O)Cc2ccccc2)cc1	4
NC(=O)c1cc(Cl)nc2ccccc12	-8
COc1cccc(-n2cc(C(=O)NCc3ccccc3OC)c3ccccc3c2=O)c1	0
CCOc1ccc(Nc2nc(-c3cccc(Cl)c3)c3c(n2)-c2ccccc2OC3)cc1	0
COc1cc(C)c(CC2=NC(=S)N(c3ccc(Cl)cc3)C2=O)cc1C(C)C	8
CCn1cc(CN2CCCC2c2ccc(C(=O)Nc3nccs3)s2)c(C)n1 (stereo unspecified)	-8
CC(C)Cc1nc(NC(=O)NCC(c2cccnc2)N2CCOCC2)n[nH]1 (stereo unspecified)	-3
O=C(c1ccccc1Cl)N1CCN(CCc2ccccn2)CC1	2
CCS(=O)(=O)c1ncc(Cl)c(C(=O)Nc2c(C(=O)Nc3cccc(C)c3)oc3ccccc23)n1	-8
COc1ccc(N2CCN(C(=O)c3ccc4c(c3)N(Cc3cccc(Cl)c3)C(=O)c3ccccc3S4(=O)=O)CC2)cc1	-10
CCSC1=N/C(=C\c2ccc(C(=O)O)cc2)C(=O)S1	3
COc1cccc(CN2CCCC3(CCN(Cc4ccncc4)C3)C2=O)c1OC (stereo unspecified)	6
Cc1cc(CNC2CCN(c3ccc(C(=O)NCCN4CCOCC4)cc3)CC2)nn1C	-4
O=C(CN1C(=O)c2cccnc2Oc2ccc(Cl)cc21)NCCCN1CCCCC1	-6
CCCCC1C(=O)N=C2CC(c3ccccc3)CC(=O)C2C1=O (stereo unspecified)	28*
Cc1ccc(S(=O)(=O)NC2CCCC2)cc1C(N)=O	-2
Cc1ccc2c(c1)C(c1ccccc1)N(C(=O)c1ccc(S(=O)(=O)N3CCCC3)cc1)CC(=O)N2 (stereo unspecified)	5
Nc1cc(N)nc(SCCOc2ccccc2F)n1	-3
CN(C)C(=O)CCC(=O)N1CCc2onc(-c3ccc(Cl)cc3)c2C1	2
CC(Cc1cccs1)Nc1nc2nonc2nc1N1CCOCC1 (stereo unspecified)	-3
CCc1ccc2c(c1)c(=O)c(C(=O)c1ccc(C)cc1)cn2CC(=O)Nc1ccc2c(c1)OCCO2	-4
CN1C2C=C3C(C#N)C(=N)C(C#N)(C#N)C(c4ccc(Br)cc4)C3C1CC2 (stereo unspecified)	-7
O=C(Oc1ccc(Cl)c2cccnc12)c1cccnc1	-1
Cc1ccc(C)c(N2CCN(c3ncnc4onc(C)c34)CC2)c1	-9
Cc1cn2c(nc3c2c(=O)n(Cc2ccccc2)c(=O)n3C)o1	7
CSc1ncc(CN2CCN(Cc3cccs3)C(CCO)C2)cn1 (stereo unspecified)	0
CCn1ccnc1CN1CCCC(CNC(=O)c2ccco2)C1 (stereo unspecified)	-6
Fc1ccc(-c2sc(Nc3ccc(Cl)c(Cl)c3)nc2C(F)(F)F)cc1	7
O=C(CN1CCCc2ccccc21)N1CCCc2c1c(=O)oc1ccc(O)cc21	9
O=C(N1CCCCCC1)N1CCN(c2ccc(F)cc2)CC1	-5
CCOC(=O)c1nnc(-c2ccccc2)nc1C(=O)OCC	2
CCN1CC=C2C(C#N)C(=N)C(C#N)(C#N)[C@H](c3ccc(OC(C)C)c(OC)c3)C2C1 (stereo partly specified)	-2
C=CCn1c(SCC(=O)Nc2cccc(C(C)=O)c2)nc2sc3c(c2c1=O)CCCCC3	-2
COc1ccc(N(CC(=O)N2CCN(c3cc(C)ccc3C)CC2)S(=O)(=O)c2c(C)noc2C)cc1	3
CCCN(CCC)S(=O)(=O)c1ccc(C(=O)N=C2C(=O)N(c3ccccc3)N(C)C2C)cc1 (stereo unspecified)	-2
CCOCCOC(=O)c1ccc2c(c1)N(Cc1ccccc1C#N)C(=O)c1ccccc1S2(=O)=O	1
Cc1ccc(-c2cnnc(N3CCCO3)n2)o1	13
CCOC(=O)N1CCN(C(=O)c2cnsn2)CC1	10
CSc1nc2c(cc1C#N)CCC2	-5
COc1ccccc1NC(=O)Cn1c(=O)n(Cc2nc(-c3ccccc3)no2)c(=O)c2ccccc21	-6
CCOc1cc(C(c2c(C)[nH][nH]c2=O)c2c(C)[nH][nH]c2=O)cc(I)c1OC	-8
CCCCN(CC)CCNC(=O)c1nn(-c2ccc(OC)cc2)c(=O)c2c1c1ccccc1n2C	2
O=C(ON1C(=O)c2ccccc2C1=O)c1cccs1	9
CCn1cc(C(=O)N2CCN(c3cccc(C)c3C)CC2)c2cc(OC)c(OC)cc2c1=O	-10
O=c1[nH]c(C(Cl)Cl)nc2sc3c(c12)CCN(Cc1ccccc1)C3	8
CCOc1ccccc1CNC(=O)CCc1c(C)nn(-c2ccc(N3CCCC3)nn2)c1C	3
CCCOC1CCCN(Cc2c(C(=O)N3CCCCCCC3)nc3sccn23)C1 (stereo unspecified)	-3
CCCNC(=O)N1CCN(S(=O)(=O)c2ccc3c(ccn3C)c2)CC1	4
CCCC(C)C(=O)Nc1ccc(S(=O)(=O)N(CCC)CCC)cc1 (stereo unspecified)	-1
c1ccc(-c2nnc3sc(Cc4ccc5c(c4)CCCC5)nn23)nc1	2
Cc1cccc(C)c1NS(=O)(=O)c1ccc(NS(=O)(=O)c2ccc3c(c2)OCCO3)cc1	3
O=C(COc1ccccc1F)Nc1nnc(S(=O)(=O)N2CCCCCC2)s1	2
Cc1c(C(=O)N(Cc2cccc(Cl)c2)Cc2ccco2)oc2ccccc12	2
Cc1ccccc1-c1cc(=O)[nH]c(N2CCN(c3ccccc3)CC2)n1	-1
Cc1ccc(CCNC(=O)C(NS(=O)(=O)c2ccc3c(c2)oc(=O)n3C)C(C)C)cc1 (stereo unspecified)	-10
CCc1ccc(OCC(=O)Nc2cc(-c3nc4cc(C)ccc4o3)ccc2C)cc1	-17
CS(=O)(=O)N(Cc1ccccc1)c1ccccc1C(=O)Nc1ccccc1C(=O)N1CCOCC1	-2
Cn1ccnc1SCC(=O)N1N=C2c3ccccc3CCC2C1c1ccc(F)cc1 (stereo unspecified)	6
O=C(NS(=O)(=O)c1cnccc1Sc1c(Cl)cccc1Cl)c1ccc(Cl)cc1	11
COC(=O)C1=C(C)N(C)C(=O)NC1c1ccc([N+](=O)[O-])o1 (stereo unspecified)	6

Rewritten in markdown: entries from further up
| SMILES | RBX1-CUL1 inh |
| --- | --- |
| CCc1ccc(OCC(=O)Nc2cc(-c3nc4cc(C)ccc4o3)ccc2C)cc1 | -17 |
| CS(=O)(=O)N(Cc1ccccc1)c1ccccc1C(=O)Nc1ccccc1C(=O)N1CCOCC1 | -2 |
| Cn1ccnc1SCC(=O)N1N=C2c3ccccc3CCC2C1c1ccc(F)cc1 (stereo unspecified) | 6 |
| O=C(NS(=O)(=O)c1cnccc1Sc1c(Cl)cccc1Cl)c1ccc(Cl)cc1 | 11 |
| COC(=O)C1=C(C)N(C)C(=O)NC1c1ccc([N+](=O)[O-])o1 (stereo unspecified) | 6 |

No new results follow: an excerpt of the list.
SMILES	RBX1-CUL1 inh
O=C(NS(=O)(=O)c1cnccc1Sc1c(Cl)cccc1Cl)c1ccc(Cl)cc1	11
COC(=O)C1=C(C)N(C)C(=O)NC1c1ccc([N+](=O)[O-])o1 (stereo unspecified)	6

Later entries
SMILES	RBX1-CUL1 inh
CC(C)CCCC(C)C1CCC2C(C(=O)O)C([C@]3(C)C=CC(=O)CC3)CC[C@]12C (stereo partly specified)	10
CN(C)c1cnn(CC(=O)Nc2ccccc2OCC2CCCO2)c(=O)c1 (stereo unspecified)	6
COCc1noc(-c2ccc(N3CCCCCC3)nc2)n1	1
O=C(CN1CCN(Cc2ccccc2)CC1)N=Nc1c(O)[nH]c2ccccc12	-11
O=S(=O)(c1ccc(I)cc1)N1CCN(c2ccccn2)CC1	-3
Cc1ccccc1/C=C1/N=C(c2ccc(Cl)cc2Cl)OC1=O	-6
CSc1cccc(NC(=O)c2cc(Br)ccc2Br)c1	-1
Cc1cc(Br)c(NC(=O)c2cccs2)cc1C	-12
CCc1nn(CC(=O)NCc2ccccc2)c(=O)c2cccn12	-3
Cc1ccc2nc(Cl)c3cc(C(=O)N4CCCC(C)C4)sc3c2c1 (stereo unspecified)	-9
Nc1c(C(=O)Nc2ccccc2)sc2nc(-c3cccs3)cc(-c3ccccc3)c12	-2
O=C1CC(c2ccccc2)SC(N(c2ccccc2)c2ccccc2)=N1 (stereo unspecified)	-4
COc1cc(/C=C2/SC(=O)N(Cc3cc4c(cc3Cl)OCO4)C2=O)cc(OC)c1	9
CCn1cc(CN2C[C@H]3OC(=O)N(CCc4ccc(OC)cc4)[C@H]3C2)cn1	-2
Cc1cccc(Oc2c(C(F)(F)F)oc3cc(OC(=O)C(C)(C)C)ccc3c2=O)c1	-3
O=C(Nc1cccc(-c2ccc(F)cc2)c1)C1CCCN1Cc1ccncc1 (stereo unspecified)	7

Not all compounds are listed; rates above refer to the full screens.
